# TRPV1 agonist = agonists of human vanilloid receptor 1 (TRPV1); 320,000 compounds, 0.19% hits; Q8NER1; AID 540275; TRPV1-expressing cells, Fluo-8 calcium influx, agonist mode; activation, % at 8.33 µM; in the data active = activation above about 80%; inconclusive = between about 30% and that limit; also: 0% is about no effect
#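 Cells expressing TRPV1 were dye-loaded with Fluo-8 and read kinetically: 10 s baseline, 3 min after compound (agonist portion), then 2 min after EC20 capsaicin (allosteric enhancer portion). Calcium-bound dye fluorescence at 480/520 nm.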
# Eya2 inh = inhibitors of human Eya2 phosphatase activity; AID 488837; O00167; 330,000 compounds, 0.006% hits; Potency, µM (highest dose often 76.9 µM), for the others: top-dose activity, negative = inhibition, usual class: inhibitors; recombinant Eya2, OMFP fluorescence dephosphorylation (OMFP is methylfluorescein phosphate); also: potency is read from the fitted curve at half-maximal effect; % is scaled to controls: 0 for no effect and ±100 for the full control effect
# Target sequence (O00167 whole entry, looked up): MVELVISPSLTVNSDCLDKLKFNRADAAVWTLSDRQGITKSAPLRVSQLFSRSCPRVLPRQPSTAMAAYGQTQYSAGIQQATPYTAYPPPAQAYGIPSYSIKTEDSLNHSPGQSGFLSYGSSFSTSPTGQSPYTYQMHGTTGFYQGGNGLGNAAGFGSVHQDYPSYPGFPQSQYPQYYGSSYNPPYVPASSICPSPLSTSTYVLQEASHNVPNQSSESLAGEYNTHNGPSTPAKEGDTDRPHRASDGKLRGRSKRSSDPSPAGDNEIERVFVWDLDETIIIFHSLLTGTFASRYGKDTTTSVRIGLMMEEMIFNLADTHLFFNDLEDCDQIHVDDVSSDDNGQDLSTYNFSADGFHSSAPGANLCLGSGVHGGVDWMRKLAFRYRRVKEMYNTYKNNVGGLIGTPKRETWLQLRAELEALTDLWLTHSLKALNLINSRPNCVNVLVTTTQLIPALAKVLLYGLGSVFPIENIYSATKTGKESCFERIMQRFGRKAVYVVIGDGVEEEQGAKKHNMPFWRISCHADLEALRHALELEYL
#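 Eya2 (0.2 uM) preincubated 10 min at ambient with compound, then OMFP substrate added at 50 uM; 10 min reaction in 50 mM HEPES pH 7.5, 50 mM NaCl, 5 uM MgCl2, 0.05% BSA, 1 mM DTT. Fluorescence read at Ex 485/Em 525 nm.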
# ELG1 repair inh = inhibitors of ELG1-dependent DNA repair in HEK293T cells; HEK293T ELG1-luciferase reporter, luminescence, 16 h; DNA damage induced by 5-fluorouridine; 330,000 compounds, 2.3% hits; Potency, µM (top dose mostly 46.1 µM), for inactives: at the top dose activity change, negative = inhibition, hits mostly inhibitors; also: potency is read from the fitted curve at half-maximal effect; % is scaled to controls: 0 for no effect and ±100 for the full control effect; nearly all actives have a fitted effect of over 55% in size
#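 Overnight (16 hr) co-exposure of 2,000 cells/well to 5-fluorouridine and compound at 37 °C preceded detection. Luciferase was quantified via ONE-Glo luminescence; loss of signal denotes inhibition.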
# KCNH2 3.1 inh = blocks the human KCNH2 3.1 channel isoform | 340,000 compounds, 0.95% hits | activity change, % (tested at about 1.8 µM) | U2OS KCNH2 3.1, thallium flux FluxOr; hits give low values;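 active = maximum activity change below -70%; inconclusive = maximum activity change from -70% to -50%; inactive = maximum activity change above -50%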;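 also: thallium influx rate constant from kinetic fluorescence after stimulation buffer; % is scaled to controls: 0 for no effect and ±100 for the full control effect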
#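 Kinetic fluorescence (2 min after stimulation buffer) measures Tl+ influx through KCNH2 3.1 expressed by viral transduction in U2OS cells; the rate constant is normalized against DMSO controls serving as positive and negative references.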
# USP2a block = USP2a (human) protease inhibition. USP2 core, Ub-CHOP2 coupled fluorogenic reporter, 485/531. Potency, µM (top dose mostly 38.3 µM), inactives show at the top dose activity change, negative = inhibition, hits mostly inhibitors. 330,000 compounds, 0.01% hits. AID 463254;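 also: potency is read from the fitted curve at half-maximal effect; plate controls were DMSO wells for no effect and full inhibition by NEM control for full effect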
# Target sequence (O75604 whole entry, looked up): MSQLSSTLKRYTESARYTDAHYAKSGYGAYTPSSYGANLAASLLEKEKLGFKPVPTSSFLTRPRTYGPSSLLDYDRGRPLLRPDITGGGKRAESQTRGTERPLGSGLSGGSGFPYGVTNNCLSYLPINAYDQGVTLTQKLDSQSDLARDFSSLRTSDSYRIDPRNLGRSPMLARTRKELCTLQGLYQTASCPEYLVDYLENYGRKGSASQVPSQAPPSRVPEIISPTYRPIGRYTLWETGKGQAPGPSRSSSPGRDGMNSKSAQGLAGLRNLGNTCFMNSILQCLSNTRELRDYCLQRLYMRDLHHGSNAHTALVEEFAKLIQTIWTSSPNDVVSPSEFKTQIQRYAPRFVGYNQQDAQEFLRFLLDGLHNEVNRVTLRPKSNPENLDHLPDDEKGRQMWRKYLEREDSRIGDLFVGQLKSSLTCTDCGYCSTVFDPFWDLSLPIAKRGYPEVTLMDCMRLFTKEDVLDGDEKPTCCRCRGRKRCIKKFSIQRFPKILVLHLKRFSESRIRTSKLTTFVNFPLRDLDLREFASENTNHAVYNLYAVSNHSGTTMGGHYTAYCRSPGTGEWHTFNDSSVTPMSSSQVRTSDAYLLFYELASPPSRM
#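 Cell-free coupled assay: 10nM USP2 core preincubated 30min RT with compound in Tris-HCl pH 8.0/CaCl2/CHAPS buffer, then 25nM Ub-CHOP2 and 25nM reporter substrate; fluorescence (Ex 485/Em 531) read after 60min RT, normalized to NEM inhibition, concentration-response curves fitted.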
# AT treatment = potential ataxia-telangiectasia treatments restoring KAP-1 phosphorylation | […] A-T fibroblasts, KAP-1 phosphorylation AlphaLISA; neocarzinostatin DNA damage 30 min before lysis | Potency, µM (highest dose often 57.5 µM), for inactives: at the top dose activation, hits mostly activators | 320,000 compounds, 0.19% hits | AID 485349; also: potency is read from the fitted curve at half-maximal effect; % of control where 0% means no effect; nearly all actives have a fitted effect of over 45% in size
#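 ATM-like activity read as KAP-1 phosphorylation via AlphaLISA donor/acceptor antibody pairs after lysis and 6 hr at 25C. Cells were ATM-null patient fibroblasts ([…], hTERT), dosed 60 min, then exposed to the DSB inducer NCS for 30 min.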
# Mito fusion yeast = mitochondrial division inhibition or fusion activation. 320,000 compounds, 0.23% hits. S. cerevisiae fusion-defective mutant growth rescue, CellTiterGlo 48 h. AID 485298. Potency, µM (top dose mostly 46.1 µM), without a hit: at the top dose growth rescue (activation), hits mostly activators;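 also: potency is read from the fitted curve at half-maximal effect; % of control where 0% means no effect; nearly all actives have a fitted effect of over 45% in size; temperature-sensitive fusion mutants such as fzo1-1 at 37 °C on non-fermentable ethanol glycerol medium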
#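 Compounds are tested for their ability to restore growth of mitochondrial fusion-defective yeast strains at non-permissive 37C in YPEG medium over 48 hours. Viability is quantified by luciferase luminescence.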
# TCR act = activates T cell receptor signaling; primary human leukocytes, anti-CD3, IL-2 HTRF, 48 h; Potency, µM (top dose mostly 9.22 µM), for inactives: at the highest dose activation of IL-2 secretion, actives largely listed as activators; 330,000 tested, under 10 active; AID 504894; also: % of control where 0% means no effect
#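 1) Mix primary human leukocytes, a-CD3 beads and compound. 2) Incubate 48 hr. 3) Add HTRF IL-2 reagents (a-IL-2-K, a-IL-2-d2).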
# TSHR antag = antagonists of human thyroid stimulating hormone receptor; P16473; AID 504810; 330,000 compounds, 0.2% hits; activity change, negative = inhibition, % at 11.5 µM; TSHR-expressing cells, TSH-stimulated cAMP HTRF, 2 h; hits give low values;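 active = activity change below a set negative limit, meaning inhibition stronger than a set level, cut at about -70% in these data; inconclusive = activity change between two set negative limits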; also: % is scaled to controls: 0 for no effect and ±100 for the full control effect
#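 TSHR-expressing cells, 200/well, pre-treated with compound, then stimulated with EC80 TSH (4nM final) for 2 hours at 37 deg C. cAMP measured by competitive HTRF: anti-cAMP cryptate antibody in lysis buffer plus cAMP-d2, read after 30 minutes at room temperature.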
# KCNH2 WT inh = KCNH2 (human, wildtype) channel inhibition; Q12809; U2OS, BacMam KCNH2, thallium flux FluxOr; hits give low values; activity change, % at 1.84 µM; 340,000 compounds, 0.37% hits; AID 720551;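 active = maximum activity change below -70%; inconclusive = maximum activity change between -70% and -50%; inactive = maximum activity change above -50%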; also: % is scaled to controls: 0 for no effect and ±100 for the full control effect
#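 U2OS cells were transduced with wild-type KCNH2 virus (2.03 x 10^8 / mL) for 4 h at room temperature, then cultured overnight at 37 C. Thallium flux was read with FluxOr dye. Rate constants were normalized to DMSO controls.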
# An asterisk follows results filed as active; ? = inconclusive; nt = not tested or not shown; [ ] = another dose, or the depositor's remark. Unless noted, calls follow the shape of the dose curve; as a rule, active = well fitted curve in the direction sought with a large enough effect; inconclusive = small, poorly fitted or top-dose-only effect, or another doubt; inactive = no such curve, though single readings can be large; an effect the other way counts as inactive or inconclusive.
structure	TRPV1 agonist	Eya2 inh	ELG1 repair inh	KCNH2 3.1 inh	USP2a block	AT treatment	Mito fusion yeast	TCR act	TSHR antag	KCNH2 WT inh
CC(C)c1nc(C#N)c(NN)o1	3.2	-1.9%	?	-14.9	-0.6%	-7.9%	0.9%	0.4%	-1.9	-4.3
O=C(CCOc1ccccc1)NCc1ccccc1	8.8	5.1%	13.5%	4.0	-1.7%	5.0%	-3.4%	-1.5%	-2.3	5.8
Cc1cc(C)c(CN2CCC(n3nccc3NC(=O)C3CCOC3)CC2)cc1C (stereo not drawn)	16.7	6.3%	1.7%	-3.5	-0.5%	8.8%	2.0%	4.5%	-9.7	11.4
O=C(N/N=C\c1cccc(Cl)c1)c1ccc(Cn2cccn2)o1	10.4	6.0%	2.8%	8.5	1.0%	-1.2%	2.7%	4.1%[46.1 µM]	-4.4	7.3
CC(=O)NC12CC3CC(C1)CC(C(=O)Nc1c(C)n(C)n(-c4ccccc4)c1=O)(C3)C2	-4.1	3.7%	8.4%	2.6	1.7%	-4.1%	1.6%	1.4%	-46.3	-6.2
COc1ccc2c(c1)cc(C(=O)N[C@@H](CCSC)C(=O)N1CCC[C@H]1C(=O)O)n2C	-2.4	-8.0%	?	15.0	0.1%	1.5%	2.3%	-2.1%	10.6	3.5
NC(=O)c1ccc(-c2nnn(CC(=O)N(C3CCCC3)C3CCS(=O)(=O)C3)n2)cc1 (stereo not drawn)	0.3	8.1%	29.1%	4.2	-1.4%	-5.5%	-1.7%	7.7%	9.5	18.6
CCOc1ccc(NC(=O)CSc2nccn2C)cc1	2.2	-5.9%	?	-3.3	2.4%	0.9%	1.2%	-3.0%[46.1 µM]	-12.3	-12.1
NC(=O)C1CCN(C(=O)COc2ccc3ccccc3c2)CC1	?	7.0%	1.4%	2.8	3.5%	1.4%	-7.0%	3.3%[46.1 µM]	-13.3	1.5
CC(=O)Nc1ccc(S(=O)(=O)N2CCSC2c2ccc(Cl)cc2)cc1 (stereo not drawn)	4.8	2.2%	?	-12.6	-1.1%	-14.1%	10.6%	-1.9%	-8.5	-8.5
COCCNC(=S)Nc1ccc(S(=O)(=O)Nc2ncccn2)cc1	-1.4	6.2%	-18.8%	8.9	1.1%	4.6%	4.4%	5.7%	-21.7	1.4
CN=C1SC(CC(=O)Nc2sc(C)c(C)c2C(=O)OC)C(=O)N1C (stereo not drawn)	-0.3	2.8%	-8.1%	7.7	-1.9%	5.0%	-13.8%	-3.3%	-8.3	-1.5
COc1ccc(-c2nnc(SCc3cc(C)ccc3C)n2N)cc1	5.7	-21.8%	-1.4%	nt	4.5%	-1.2%	-3.7%	-0.3%	-5.4	-0.8
CSc1nc2ccccc2n1CC(=O)Nc1c(C)cccc1C	-5.2	1.2%	-17.3%	2.0	3.4%	6.7%	-1.4%	0.0%[46.1 µM]	29.5	-5.9
Cc1ccc(C(=O)COc2cc(O)c3c(=O)cc(-c4ccccc4)oc3c2)cc1	12.4	-1.1%	-8.0%	-2.2	0.0%	-1.0%	-0.6%	3.3%	1.7	-8.2
CC1=C(C(=O)N2CCOCC2)C(c2cc(C)cs2)NC(=O)N1 (stereo not drawn)	1.5	-10.4%	14.6%	3.0	1.5%	-13.2%	-0.4%	-6.6%	9.0	4.0
CC(C)c1ccccc1NC(=O)COc1ccc2c(=O)c(Oc3ccc4ccccc4c3)coc2c1	1.9	-0.2%	?	nt	-7.5%	4.5%	2.4%	-5.4%[46.1 µM]	-17.8	nt
CCn1c(COc2ccc3ccccc3c2C)nnc1SCC(=O)Nc1cccc(C(=O)O)c1	-7.0	-1.2%	19.0%	15.5	-5.1%	16.1%	-1.4%	3.1%	-1.8	5.6
CC(C)=CCCC(C)CN1CCC(n2nccc2NC(=O)c2ccc3c(c2)OCO3)CC1 (stereo not drawn)	5.8	-14.5%	-1.0%	?	3.5%	0.1%	-19.8%	-6.5%	2.4	57.3
Cc1cc(-c2csc(N)n2)c(C)n1CCC(C)C	-1.3	-8.9%	-3.5%	8.4	-10.7%	nt	0.8%	0.7%	-3.1	-2.8
CCOc1cc(Br)ccc1S(=O)(=O)N1CC(C)OC(C)C1 (stereo not drawn)	9.9	6.7%	?	9.7	3.2%	-3.0%	-2.2%	6.8%	-8.9	22.5
O=C(COC(=O)c1ccc(NS(=O)(=O)c2ccc(Br)s2)cc1)NC1CCCC1	1.7	-2.4%	?	3.9	2.4%	-3.2%	4.0%	-2.4%	-13.9	-13.1
O=C(OCCN1CCCCC1)c1cc2ccccc2o1	-1.9	-20.4%	14.2%	10.2	-4.6%	nt	-0.7%	nt	18.0	2.0
CN1CCN(CCNC(=O)c2ccc3nc(-c4ccc(F)cc4)c(-c4ccc(F)cc4)nc3c2)CC1	2.4	-28.2%	1.0%	-0.2	-1.7%	0.1%	6.4%	10.6%	8.1	7.8
CCO[C@@H]1OC(C(=O)N2CCN(Cc3ccc4c(c3)OCO4)CC2)=C[C@H](c2coc3ccccc3c2=O)[C@H]1CCCO	-1.4	-9.2%	?	-3.7	0.8%	1.6%	4.1%	1.2%	3.6	-3.7

# 3 entries out of the list, arranged by molecular weight, low to high:
structure	TRPV1 agonist	Eya2 inh	ELG1 repair inh	KCNH2 3.1 inh	USP2a block	AT treatment	Mito fusion yeast	TCR act	TSHR antag	KCNH2 WT inh
O=C(OCCN1CCCCC1)c1cc2ccccc2o1	-1.9	-20.4%	14.2%	10.2	-4.6%	nt	-0.7%	nt	18.0	2.0
CC(=O)Nc1ccc(S(=O)(=O)N2CCSC2c2ccc(Cl)cc2)cc1 (stereo not drawn)	4.8	2.2%	?	-12.6	-1.1%	-14.1%	10.6%	-1.9%	-8.5	-8.5
NC(=O)c1ccc(-c2nnn(CC(=O)N(C3CCCC3)C3CCS(=O)(=O)C3)n2)cc1 (stereo not drawn)	0.3	8.1%	29.1%	4.2	-1.4%	-5.5%	-1.7%	7.7%	9.5	18.6

# (further entries)
structure	TRPV1 agonist	Eya2 inh	ELG1 repair inh	KCNH2 3.1 inh	USP2a block	AT treatment	Mito fusion yeast	TCR act	TSHR antag	KCNH2 WT inh
COc1ccc(NC(=O)CN(C)C(=O)c2ccc(OCc3ccccc3)c(OC)c2)cc1	0.0	0.9%	-7.7%	-1.1	1.3%	0.0%	-0.4%	2.7%	6.7	5.9
Cc1nn(-c2ccccc2)c(C)c1Cc1ccc(O)cc1	15.3	1.0%	?	-14.6	1.4%	-2.9%	32.5%	3.1%	-4.6	3.2
Cc1ccc(-n2[nH]c(C)c(/C=N/c3cccc(C)n3)c2=O)cc1	-0.8	0.6%	?	-1.1	1.1%	2.6%	-6.7%	6.0%	-1.2	9.6
CCOc1ccccc1C1N=C(c2ccc(OC)cc2)CC(c2ccccc2O)N1 (stereo not drawn)	14.0	-10.2%	?	-10.0	3.9%	7.7%	-1.8%	-4.7%	-6.3	5.1
CCc1ccc(NC(=O)c2cccc(C(=O)Nc3ccc(CC)cc3)n2)cc1	0.2	-19.2%	?	-10.1	1.7%	-2.9%	-0.7%	-1.1%	3.9	-31.0
COCCn1c(CN2CCC(Cc3ccccc3)CC2)nc2c1c(=O)n(C)c(=O)n2C	1.1	8.3%	?	6.8	-2.3%	3.0%	6.9%	4.4%	-11.8	-2.1
COc1ccc(-c2csc(NC(=O)c3ccccc3F)n2)cc1	5.5	4.2%	?	4.6	3.3%	10.6%	-2.5%	-1.0%	11.8	-5.4
O=C(CCn1c(=O)oc2ccccc21)NCc1cccs1	1.2	2.8%	3.3%	-13.1	-1.4%	-5.9%	-0.4%	5.7%[46.1 µM]	23.6	2.4
C/C=C/C=C/C(=O)OC(C)C(=O)Nc1cc([N+](=O)[O-])ccc1OC (stereo not drawn)	9.9	-1.6%	-14.4%	-6.5	-0.9%	1.2%	7.1%	-3.1%	-9.5	8.3
O=C(NCc1cccc(C(F)(F)F)c1)C1CCN(c2ncccn2)CC1	-3.3	2.9%	-3.6%	2.0	-1.4%	-0.2%	0.2%	1.2%	14.6	-5.3
O=C(O)c1cc(-c2ccccc2)nc(-c2ccccc2)c1	2.0	-15.8%	5.6%	2.3	-2.0%	-4.3%	1.9%	3.0%	-1.8	0.3
Cc1c(NC(=O)CN2CCN(c3ccc([N+](=O)[O-])cc3)CC2)c(=O)n(-c2ccccc2)n1C	0.7	4.1%	?	2.6	9.3%	-3.6%	-3.6%	2.4%	31.9	11.9
COc1ccc(/C=N\NS(=O)(=O)c2ccc(Br)cc2)cc1COc1ccccc1[N+](=O)[O-]	-1.4	-4.0%	?	-8.5	-0.6%	nt	1.9%	-0.6%[46.1 µM]	16.8	-1.1
Cc1cc(C)cc(C(=O)NCCC(=O)N2CCC3(CC2)NCCc2[nH]cnc23)c1	-0.4	9.2%	12.8%	12.0	0.8%	-1.1%	-0.5%	-15.3%	2.5	-1.5

# Not all compounds are listed; rates above refer to the full screens.
